Screening data as filed in PubChem BioAssay.
NPSR antagonist – antagonists of human neuropeptide S receptor cAMP signaling; Q6W5P4; CHO-NPSR cells, cAMP TR-FRET, antagonist mode; Potency, µM (series often up to 38.3 µM), without a hit: at the top dose activity change, negative = inhibition, usual class: inhibitors; 220,000 tested, 1% active; AID 1461; also: potency is read from the fitted curve at half-maximal effect; % is scaled to controls: 0 for no effect and ±100 for the full control effect; nearly all actives have a fitted effect of over 50% in size; many of its hits are not listed in these tables
Target sequence (Q6W5P4 whole entry, looked up): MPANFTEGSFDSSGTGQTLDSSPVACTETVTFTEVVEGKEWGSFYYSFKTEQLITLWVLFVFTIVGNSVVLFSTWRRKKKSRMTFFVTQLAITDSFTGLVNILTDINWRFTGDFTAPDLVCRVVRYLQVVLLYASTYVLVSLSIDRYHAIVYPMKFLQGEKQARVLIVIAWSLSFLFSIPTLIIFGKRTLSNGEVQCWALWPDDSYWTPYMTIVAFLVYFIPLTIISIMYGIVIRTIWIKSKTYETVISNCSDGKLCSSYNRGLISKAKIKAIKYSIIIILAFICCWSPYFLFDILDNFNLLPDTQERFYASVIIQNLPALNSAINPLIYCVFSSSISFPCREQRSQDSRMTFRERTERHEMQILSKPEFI
KinaseGlo FLuc – blocks Kinase-Glo luciferase, a counter-screen artifact; Q27757; Kinase-Glo luciferase, ATP luminescence, 8 min; Potency, µM (doses to about 38.3 µM), inactives show top-dose activity change, negative = inhibition, hits mostly inhibitors; 200,000 tested, 0.28% active; AID 1379; also: potency is read from the fitted curve at half-maximal effect; % is scaled to controls: 0 for no effect and ±100 for the full control effect; nearly all actives have a fitted effect of over 60% in size
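Recombinant Kinase-Glo luciferase, 10 uM ATP (linear range), luciferin; imidazole pH 7.2 / KCl / MgCl2 / Tween / BSA buffer; 8 min RT; luminescence.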
IMPase Li cell – IMPase inhibition in cells with lithium potentiation; Potency, µM (highest dose often 59.4 µM), inactives show top-dose activity, negative = IMPase inhibition, hits mostly inhibitors; AID 1457; 210,000 tested, 0.35% active; CHO-M1 cells, IP1 TR-FRET (IP-One), carbachol + lithium;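 also: IP1 builds up when IMPase is blocked and the TR-FRET signal falls; potency is read from the fitted curve at half-maximal effect; plate controls were basal vehicle for no effect and high inhibitor control for full effect; nearly all actives have a fitted effect of over 50% in size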
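CHO cells stably expressing M1 receptor (2000/well, cultured 16–30 h) treated 30 min at 37C with compound plus low lithium. Cytosolic IP1 by TR-FRET (665/620 ratio and 620 channel) after 10 min lysis; AC50 by Hill fit.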
Epigenetic reg – epigenetic control regulation, reporter derepression. Potency, µM (top dose mostly 53.9 µM), without a hit: at the top dose GFP activation, usual class: activators. AID 1865. 280,000 tested, 0.2% active. murine LDR cells, GFP reporter derepression, 30 h; also: potency is read from the fitted curve at half-maximal effect; % of control where 0% means no effect; nearly all actives have a fitted effect of over 60% in size
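In this reporter-derepression format, murine cells bearing a silenced integrated CMV-GFP locus incubate with test compound (30 h, 37 C), then are washed and imaged; fluorescent objects of 20–120 um count as induced cells.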
HTT aggregate – inhibitors of mutant huntingtin aggregate formation in PC12 cells | PC12 HttQ103-GFP aggregates, Acumen cytometry, 40 h | Potency, µM (top dose mostly 46.1 µM), for inactives: at the highest dose activity change, negative = inhibition, usual class: inhibitors | 220,000 tested, 1.1% active | AID 1688; also: potency is read from the fitted curve at half-maximal effect; % is scaled to controls: 0 for no effect and ±100 for the full control effect; nearly all actives have a fitted effect of over 60% in size
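Read-out: GFP aggregate count by laser scanning cytometer (488 nm excitation, 500-530 nm emission, 1–25 µm objects >6 SD above background). Cells: PC12, inducible HTTex1-Q103-GFP, 100 nM tebufenozide; compounds titrated.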
CBFb RUNX1 block – CBF-beta/RUNX1 interaction disruption | 230,000 tested, under 10 active | Potency, µM (doses to about 59.8 µM), for inactives: top-dose activity, negative = inhibition, usual class: inhibitors | Q01196+Q13951 | AlphaScreen CBFb-His/RUNX1-biotin binding, biochemical; also: % of control where 0% means no effect
Target sequence (Q01196 whole entry, looked up): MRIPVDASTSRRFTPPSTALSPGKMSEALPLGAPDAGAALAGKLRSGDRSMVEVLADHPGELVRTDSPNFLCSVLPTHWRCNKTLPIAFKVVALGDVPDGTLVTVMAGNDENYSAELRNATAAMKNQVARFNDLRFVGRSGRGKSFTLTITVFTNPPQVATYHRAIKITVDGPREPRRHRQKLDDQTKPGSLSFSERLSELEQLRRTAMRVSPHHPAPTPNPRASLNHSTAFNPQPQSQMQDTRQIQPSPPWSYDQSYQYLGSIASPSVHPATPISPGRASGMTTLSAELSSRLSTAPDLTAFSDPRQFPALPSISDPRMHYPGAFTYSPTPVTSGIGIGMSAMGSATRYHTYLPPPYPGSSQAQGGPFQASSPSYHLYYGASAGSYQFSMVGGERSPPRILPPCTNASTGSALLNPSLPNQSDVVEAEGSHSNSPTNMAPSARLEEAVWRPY
Target sequence (Q13951 whole entry, looked up): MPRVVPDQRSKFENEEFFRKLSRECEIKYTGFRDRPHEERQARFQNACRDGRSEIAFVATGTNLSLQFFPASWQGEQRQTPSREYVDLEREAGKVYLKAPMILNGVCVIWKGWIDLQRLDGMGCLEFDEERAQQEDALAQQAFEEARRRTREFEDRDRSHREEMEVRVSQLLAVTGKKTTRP
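Inhibition was taken as any reduction in AlphaScreen signal from the CBF-beta–RUNX1 pair (His and biotin tags, 30 nM each), measured after compound (15 min) and bead (90 min) incubations at room temperature.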
Lamin A splicing – modulators of lamin A splicing; HeLa LMNA splicing GFP/RFP minigene ratio, 48 h; Potency, µM (doses to about 46.1 µM), without a hit: at the highest dose ratio change, negative = inhibition, hits mostly inhibitors; 200,000 tested, 0.01% active; active = well fitted inhibition curve with a large enough effect in the signal ratio, with a control signal flat, not every such curve was filed as active; inconclusive = small, poorly fitted or top-dose-only effect, or effect the other way, or a change in a side signal; the % refers to the signal ratio; also: potency is read from the fitted curve at half-maximal effect; % is scaled to controls: 0 for no effect and ±100 for the full control effect
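Read-out is the ratio of GFP to DsRed2 object intensity, acquired by 488 nm laser-scanning cytometry on HeLa lamin A-EGFP minigene reporter cells. Compound incubation 48 hrs at 37 °C in Opti-MEM with 2% FBS; DMSO 0.5% final.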
An asterisk follows results filed as active; ? = inconclusive; . = not tested or not shown; & = joins results of further samples; [ ] = dose if it differs, or a comment. Unless noted, calls follow the shape of the dose curve; as a rule, active = well fitted curve in the direction sought with a large enough effect; inconclusive = small, poorly fitted or top-dose-only effect, or another doubt; inactive = no such curve, though single readings can be large; an effect the other way counts as inactive or inconclusive. This is a subset; rates above refer to the full screens.

SMILES | NPSR antagonist | KinaseGlo FLuc | IMPase Li cell | Epigenetic reg | HTT aggregate | CBFb RUNX1 block | Lamin A splicing
CC1=CCC2C(=O)N(CCc3c[nH]c4ccccc34)C(=O)C2C1 (stereo not drawn) | 4%[46.1 µM] | -4% | -4% | 2.4% | -4% | 2% | -7%
COc1ccc(CCNC(=O)COc2ccc(N(C)S(=O)(=O)c3ccc(C)cc3)cc2)cc1 | -23% | . | 8% | -1.3% | -12% | 8% | .
N#Cc1c(C(F)(F)F)cc(-c2ccco2)nc1SCc1ccccn1 | ? | -2% | -16%[38.3 µM] | ? | 3% | -16% | ?
COc1cc2c(C(=O)c3ccccc3)c3c4c(cc(OC)c(OC)c4c2cc1OC)CCN3C | . | 3% | 25% | 2.3% | . | ? | .
O=C(/C=C\c1ccccc1)Nc1nccs1 | 4% | -18% | 3% | -1.0% | -14% | 0% | -9%
Cc1c(Br)c(C(F)(F)F)nn1CC(=O)NCCN1CCOCC1 | 7%[46.1 µM] | 4% | 16%[38.3 µM] | -6.3% | 6% | -2% | -11%
O=C(Cn1cc(C(=S)N2CCOCC2)c2ccccc21)N1CCOCC1 | 0%[46.1 µM] | 2% | -5%[38.3 µM] | -0.7% | -11% | -2% | 3%
Cc1cc([N+](=O)[O-])nn1CCCC(=O)NC1CCCCC1 | -1% | -1% | 9% | 3.2% | 4% | -6% | -2%[46 µM]
Cc1ccc(S(=O)(=O)NCC(=O)OCc2csc(-c3ccccc3)n2)cc1 | 15% | 1% | -5% | -1.1% | 15% | -1% | -8%
CCOC(=O)c1sc2nccc(N(C)C)c2c1N=CNOCc1c(F)cccc1Cl | ? | -3% | 6%[38.3 µM] | 1.8% | ? | ? | ?
CCOC(=O)C1CCN(S(=O)(=O)c2ccc(C(C)(C)C)cc2)CC1 | 25% | 0% | 13% | 0.2% | -6%[9.22 µM] | 6% | 7%[46 µM]
C/C(=N\Nc1cc(C)nc(-c2ccccc2O)n1)c1ccccc1O | ? | . | . | 1.3% | -15%[9.22 µM] | 0% | .
O=C(NCc1ccc(F)cc1)C1CCN(S(=O)(=O)N2CCCCC2)CC1 | -4%[46.1 µM] | 0% | -4%[38.3 µM] | -1.2% | -9% | 2% | 14%
Cc1ccc(CNC(=O)CN(C2CCCCC2)S(C)(=O)=O)cc1 | 7% | 1% | 1% | -1.0% | -6% | 4% | -8%
Cc1nc2ncnn2c(N2CCCC(C(=O)Nc3ccc4c(c3)CCC4)C2)c1C (stereo not drawn) | -29%[46.1 µM] | -3% | 6%[38.3 µM] | -4.2% | 10µM* | 6% | ?

Some of these compounds in order of their number in HTT aggregate, highest first.
Compound | HTT aggregate
Cc1c(Br)c(C(F)(F)F)nn1CC(=O)NCCN1CCOCC1 | 6%
N#Cc1c(C(F)(F)F)cc(-c2ccco2)nc1SCc1ccccn1 | 3%
O=C(Cn1cc(C(=S)N2CCOCC2)c2ccccc21)N1CCOCC1 | -11%

Further records
SMILES | NPSR antagonist | KinaseGlo FLuc | IMPase Li cell | Epigenetic reg | HTT aggregate | CBFb RUNX1 block | Lamin A splicing
Cc1ccccc1-n1c(=O)cc(NCC2CCCO2)[nH]c1=O (stereo not drawn) | 5% | 3% | 11% | -1.0% | 6% | -4% | -6%
CC(=O)Nc1ccc(S(=O)(=O)N(C)CC(=O)N/N=C/c2cccc(O)c2)cc1 | -7% | 2% | 0% | -1.1% | -2%[9.22 µM] | 1% | 13%[46 µM]
CCN1CCN(S(=O)(=O)c2ccc(C)c([N+](=O)[O-])c2)CC1 | 16% | -2% | 4% | -1.0% | -1% | -4% | -16%
O=C(Nn1c(-c2ccccc2)nc2ccccc2c1=O)c1ccco1 | -26%[46.1 µM] | 2% | 1%[38.3 µM] | 9.6% | -13%[9.22 µM] | -1% | 18%
CN1CCN(c2oc(-c3cccs3)nc2S(=O)(=O)c2ccccc2)CC1 | -1%[7.67 µM] | 13% | -6%[38.3 µM] | 2.1% | -1% | 10% | -15%
Cc1ccccc1-c1noc(CCC(=O)NCC2CCCO2)n1 (stereo not drawn) | -15%[46.1 µM] | 18% | 18%[38.3 µM] | 5.6% | -23% | -4% | -7%
CCOc1ccc(N2C(=O)CCC2=O)cc1 | 21%[46.1 µM] | 2% | -2%[38.3 µM] | 0.0% | 6% | 4% | ?
COc1cccc(/C=N/NC(=O)c2[nH]c(C)c(C(=O)N/N=C/c3cccc(OC)c3)c2C)c1 | -14% | 1% | 5% | 0.0% | 1% | 3% | ?
CCC(=O)N1CCc2cc(S(=O)(=O)NC(C(=O)NC3CCCc4ccccc43)C(C)C)ccc21 (stereo not drawn) | 1% | 3% | -10% | 0.2% | -7% | -14% | 7%
Cc1nnc2n(c1=O)N=C(c1ccc(Cl)cc1)CS2 | -4% | 4% | 8% | 0.0% | 8% | -11% | -2%
Cc1ccc(C(=O)N(c2c(C)n(C)n(-c3ccccc3)c2=O)C(C)C)cc1 | -3%[46.1 µM] | -4% | -6%[38.3 µM] | 0.8% | 8% | -1% | -10%
CC1(N(O)/C=C2\C=CC=CC2=O)CCCCC1=O (stereo not drawn) | 3%[7.67 µM] | . | . | -0.3% | 7%[9.22 µM] | 0% | .
Cc1ccc(-n2nnc3c(SCC(=O)NCC4CCCO4)ncnc32)cc1 (stereo not drawn) | -5%[46.1 µM] | -1% | 16%[38.3 µM] | -0.8% | ? | 7% | -4%
CCC(=O)Nc1ccc(C(=O)Nc2ccc3c(c2)OCO3)cc1 | -7%[46.1 µM] | -4% | -11%[38.3 µM] | -2.3% | 18% | 1% | -8%
O=C(Nc1cccnc1)c1cc(-c2cc(Cl)ccc2O)n[nH]1 | -22% | . | . | 1.1% | 17%[9.22 µM] | 6% | .
CN(C)c1ccc(-c2nnn(CC(=O)N3c4ccccc4CCc4ccccc43)n2)cc1 | -16%[46.1 µM] | -3% | -8%[38.3 µM] | -0.7% | 0% | -23% | 0%
CC(C)(C)NC(=O)/C(=C/c1cccnc1)NC(=O)c1ccco1 | 12% | . | . | -1.4% | 23%[9.22 µM] | 7% | .
COc1ccc(CN2C(=O)C(O)(CC(=O)c3ccc4c(c3)OCO4)c3ccccc32)cc1OC (stereo not drawn) | -7%[46.1 µM] | 1% | 14%[38.3 µM] | 0.7% | -8%[1.84 µM] | -1% | 2%
CCOC(=O)c1oc2ccc(S(=O)(=O)n3nc(-c4ccc(C)cc4)cc3N)cc2c1C | -3%[46.1 µM] | 0% | 7%[38.3 µM] | -4.0%&-2.7% | 4% | 0% | -4%
O=C(O)CCSc1nc2ccccc2n1CCOc1ccccc1 | -13%[46.1 µM] | 15% | -1%[38.3 µM] | -0.4% | -3% | -2% | 3%
Cc1ccc(OCC(=O)Nc2ccc3c(c2)OCO3)cc1C | -1% | 0% | -2% | 0.0% | 1%[9.22 µM] | -16% | -2%[46 µM]
COc1ccc(CNC(=O)c2ccc(NC(=O)CC3SC(N4CCCC4)=NC3=O)cc2)cc1 (stereo not drawn) | -10%[46.1 µM] | 1% | 2%[38.3 µM] | 0.9% | 6% | 1% | 12%[0.0737 µM]
CCOCCCNC(=O)c1[nH]c(C)c(C(C)=O)c1C | -2%[46.1 µM] | -1% | -13%[38.3 µM] | 0.0% | -5% | -2% | 5%[0.0737 µM]
Cc1c(N/C(=N/S(=O)(=O)c2ccccc2)c2ccc(Cl)cc2)c(=O)n(-c2ccccc2)n1C | 13% | 6% | 4% | 0.1% | -4% | 0% | -13%
O=C(Nc1ccccc1C(=O)OCC(=O)N1CCc2ccccc2C1)c1ccco1 | -29%[46.1 µM] | -1% | 7%[38.3 µM] | -1.1% | -8% | 0% | -2%
O=C(CN1C(=O)C2C3C=CC(C3)C2C1=O)Nc1ccc(C(=O)O)cc1 (stereo not drawn) | -8%[46.1 µM] | 1% | -10%[38.3 µM] | 0.8% | 10% | 0% | 6%
COC(=O)c1ccc(CSc2nc(-c3ccccc3)cs2)o1 | -8%[46.1 µM] | -3% | 22%[38.3 µM] | 0.8% | -16%[9.22 µM] | 13% | 1%
O=[N+]([O-])c1cc(CN(CCO)CCO)ccc1O | 10%[7.67 µM] | . | . | -0.3% | 3%[9.22 µM] | 0% | .
Cn1c(/C(C#N)=C(\O)COc2ccc3ccccc3c2)nc2ccccc21 | ? | 0% | 7.1µM* | -1.5% | 14% | -3% | ?
O=C(COC(=O)c1cccc(S(=O)(=O)NCc2ccccc2)c1)c1ccccc1 | 7% | 3% | 16% | -0.8% | 7% | -1% | ?
COC(=O)Cn1ncc2c3ccccc3n(C)c2c1=O | -2%[46.1 µM] | -1% | 1%[38.3 µM] | 1.7% | -17% | 5% | 6%
Cc1ccc(SCC(=O)Nc2cc(C)on2)cc1 | 3%[46.1 µM] | -3% | -9%[38.3 µM] | -1.5% | 7% | 0% | 8%
CN1C(C)(C)CC(=NOC(=O)c2ccccc2)CC1(C)C | 2%[46.1 µM] | 3% | -5%[38.3 µM] | 0.0% | -10% | 0% | 15%
CNc1nc(C(=O)O)nc(N2CCOCC2)n1 | 0%[46.1 µM] | -2% | 8% | -2.3% | -1% | -6% | -1%
Cc1ccc(C(=O)NCC(=O)OCC(=O)c2ccc3c(c2)OCCO3)cc1C | -5%[46.1 µM] | -4% | 23%[38.3 µM] | -0.1% | -6% | 0% | 10%
Cc1nc2c(-c3ccc(F)cc3)c(C)nn2c(C)c1CCC(=O)Nc1ccccc1F | -29% | . | . | 0.5% | -21%[9.22 µM] | 11% | .
CCc1ccccc1NC(=O)CSc1nc(-c2ccccc2)nn1C(=O)c1cccc([N+](=O)[O-])c1 | -5%[46.1 µM] | 0% | -1%[38.3 µM] | 0.0% | 12% | -7% | 8%
Cc1oc(-c2cc(F)ccc2F)nc1CN1CCN(C)C(=O)[C@@H]1C | -13% | 0% | 7% | 0.9% | 4%[9.22 µM] | 0% | -4%[46 µM]
Cc1cccn2c(N)c(-c3ccccc3)nc12 | ? | -19% | 16%[38.3 µM] | 0.4% | 8% | -6% | ?
Cn1cc(/C=N/NC(N)=S)c2ccccc21 | ? | . | . | ? | 4%[9.22 µM] | 4% | .
Oc1oc(-c2ccco2)nc1C=Nc1cccc(Cl)c1 | -12%[7.67 µM] | -2% | 14%[38.3 µM] | 1.7% | -15% | -3% | 4%
CN(C)c1ccc(N/C=C/C(=O)c2ccc(F)cc2)cc1 | -11%[46.1 µM] | ? | 29%[38.3 µM] | ? | 21% | -26% | -7%
Clc1ccc(-c2c[nH]c3ccccc23)nn1 | -1% | 0% | 7% | 1.1% | ? | 5% | -5%[46 µM]
